Compound activity from PubChem BioAssay.
CIT2 TOR yeast: yeast TOR pathway CIT2-GFP modulation | GFP response vs DMSO, % at 10 µM | hit rate 0.065% among 320,000 | S. cerevisiae CIT2-GFP strain, flow cytometry, 3 h; 100 means same as DMSO wells | AID 2029;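 active = GFP response relative to DMSO above a set limit, near the screen mean plus 3 SD, cut at about 150% in these data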;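 also: ratio of well median GFP fluorescence to mean of DMSO wells on the plate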
RPL19A-GFP yeast: modulators of TOR pathway RPL19A-GFP in S. cerevisiae; percent response vs DMSO, % at 10 µM; hit rate 0.3% among 330,000; S. cerevisiae RPL19A-GFP strain, flow cytometry, 3 h; hits give low values; AID 2025;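 active = percent response vs DMSO below 50%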;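 also: median channel GFP fluorescence of the barcoded RPL19A-GFP strain; ratio of sample median GFP to plate DMSO average so 100% = DMSO; lower means less RPL19A-GFP as with rapamycin TOR inhibition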
LAP4-GFP MLPCN: yeast TOR pathway LAP4-GFP modulation | S. cerevisiae LAP4-GFP multiplex, flow cytometry GFP, 3 h; median GFP as percent of DMSO wells | GFP response vs DMSO, % at 10 µM | hit rate 0.34% among 320,000;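 active = GFP response vs DMSO above a set limit, about the screen mean plus 3 SD, cut at about 150% in these data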
MEP2-GFP yeast: alters MEP2-GFP fluorescence in TOR pathway yeast screen. hit rate 0.51% among 330,000. AID 2016. GFP response vs DMSO, % at 10 µM. S. cerevisiae MEP2-GFP strain, flow cytometry GFP, 3 h; 100% = DMSO control level;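 active = GFP response versus DMSO above a set limit, roughly screen mean plus 3 SD, cut at about 180% in these data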;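 also: median GFP fluorescence of the barcode-gated MEP2-GFP cells per well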
Efflux pump mplx: blocks antifungal efflux pumps in multiplex yeast assay; S. cerevisiae Candida pump triplex, Nile Red efflux; inhibition, % at 10 µM; hit rate 0.44% among 330,000; AID 485275;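 active = plate passing quality check with inhibition over a set limit, or well fluorescence over plate mean plus 4 SD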;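 also: Nile Red retained in pooled yeast measured as flow cytometry median fluorescence; 0% = buffer negative control and 100% = Enniatin B positive control; higher means more Nile Red kept so more efflux inhibition; some compounds called inactive have numbers as strong as hits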
AGP1 TOR yeast: yeast TOR pathway AGP1-GFP modulation; hit rate 0.02% among 320,000; S. cerevisiae AGP1-GFP multiplex flow cytometry, 3 h; GFP as percent of DMSO wells; GFP response vs DMSO, % at 10 µM;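 active = GFP response relative to DMSO above a set limit, near screen average plus 3 SD, cut at about 150% in these data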;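 also: median GFP channel fluorescence of the gated AGP1 strain per well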
CR mimetic SO: lowers age-related superoxide in aged yeast cells | S. cerevisiae aged cells, superoxide DHE fluorescence; hits give low values | superoxide response (% of plate mean), % at 10 µM | hit rate 0.18% among 330,000 | AID 2690;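 active = superoxide response under a set limit, about three screen SD below normal, cut at about 65% in these data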;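 also: yeast aged for seven days with compound at 30 °C before DHE staining; 100% = average MFI of all compound-treated wells on the plate with controls excluded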
AHR activator: human AHR activation | AHR-responsive luciferase reporter cells, luminescence | activation, % at 5 µM | hit rate 2.5% among 320,000; in the data active = activation above about 47%;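 also: 0% = vehicle wells and 100% = reference agonist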
Target sequence (P35869 whole entry, looked up): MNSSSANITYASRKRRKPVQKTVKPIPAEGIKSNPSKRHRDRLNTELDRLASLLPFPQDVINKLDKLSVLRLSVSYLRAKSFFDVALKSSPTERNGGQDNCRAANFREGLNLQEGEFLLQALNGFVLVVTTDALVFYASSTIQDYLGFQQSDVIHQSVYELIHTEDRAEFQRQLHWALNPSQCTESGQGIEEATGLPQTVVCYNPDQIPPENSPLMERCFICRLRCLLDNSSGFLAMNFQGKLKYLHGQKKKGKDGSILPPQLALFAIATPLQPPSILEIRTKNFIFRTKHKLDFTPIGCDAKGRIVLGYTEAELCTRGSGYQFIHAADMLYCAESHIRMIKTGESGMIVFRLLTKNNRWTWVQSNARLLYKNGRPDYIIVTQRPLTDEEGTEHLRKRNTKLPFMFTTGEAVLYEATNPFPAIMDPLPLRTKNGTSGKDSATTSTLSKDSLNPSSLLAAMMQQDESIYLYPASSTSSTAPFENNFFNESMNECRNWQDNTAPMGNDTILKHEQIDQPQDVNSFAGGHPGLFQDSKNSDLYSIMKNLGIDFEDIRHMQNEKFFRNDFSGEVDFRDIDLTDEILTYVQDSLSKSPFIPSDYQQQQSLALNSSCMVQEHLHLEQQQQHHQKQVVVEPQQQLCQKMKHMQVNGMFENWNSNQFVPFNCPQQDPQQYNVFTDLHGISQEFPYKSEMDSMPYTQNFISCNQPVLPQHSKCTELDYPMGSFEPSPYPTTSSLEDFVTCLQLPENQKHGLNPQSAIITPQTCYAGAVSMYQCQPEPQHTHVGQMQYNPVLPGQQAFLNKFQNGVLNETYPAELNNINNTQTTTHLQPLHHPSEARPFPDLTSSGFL
* marks the source's active call; other numbers are inactive results; nt = no result given.

SMILES	CIT2 TOR yeast	RPL19A-GFP yeast	LAP4-GFP MLPCN	MEP2-GFP yeast	Efflux pump mplx	AGP1 TOR yeast	CR mimetic SO	AHR activator
CCN(CC)S(=O)(=O)c1ccc(N2CCOCC2)c(NC(=O)CC(C)(C)C)c1	122	108	121	107	0.0	118	102	-1
OC1CCCN(CC(O)COc2ccc(-c3ccccc3)cc2)C1 (configuration not stated)	103	99	94	102	0.0	94	125	7
Cc1[nH]c2ccccc2c1/C=N/NS(=O)(=O)c1ccccc1	85	93	82	92	0.1	85	88	18
O=C(N[C@@H](Cc1ccccc1)C(=O)OCc1ccccc1)c1nc[nH]c1C(=O)N1CCNCC1	104	114	109	102	0.1	107	110	-1
COc1ccc(C(=O)C(C)N(C(=O)c2ccc(Cl)cc2Cl)N2C(=O)C3C4C=CC(C4)C3C2=O)cc1 (configuration not stated)	94	98	123	97	0.0	96	94	-1
COc1ccc(NC(=O)CN(c2ccc([N+](=O)[O-])cc2)S(=O)(=O)c2ccccc2)cc1	94	98	88	99	-0.2	96	98	7
COc1ccc(C(O)(CCC(C)C)C(CN2CCOCC2)c2ccccc2)cc1 (configuration not stated)	99	113	109	113	-0.1	104	103	nt
Cc1nc(NC(C)C(=O)O)c2nc(C)oc2n1 (configuration not stated)	99	96	101	104	0.1	97	96	0
CC1(c2nnc(-c3ccccc3)o2)CC(c2cccc(Cl)c2)=NO1 (configuration not stated)	78	96	141	88	0.2	80	101	3
Cc1ccccc1C(=O)Nn1cnc2ccccc2c1=O	100	101	104	109	-0.1	107	101	10
COc1ccccc1N1CCN(C(=O)C(OC(C)=O)c2ccccc2)CC1 (configuration not stated)	108	108	104	104	0.0	109	102	2
Cc1ccc(C(=O)NC(=S)Nc2cccnc2Cl)cc1	85	97	98	104	-0.1	93	90	-2
O=c1c2ccccc2ncn1-c1ccc([N+](=O)[O-])cc1[N+](=O)[O-]	99	96	102	104	-0.3	107	108	10
CC(OC(=O)c1cccnc1Cl)C(=O)Nc1ccc(S(N)(=O)=O)cc1 (configuration not stated)	94	97	92	90	0.0	96	101	-1
CCN(CC)Cc1nc2c(c(=O)[nH]1)C1(CCCCC1)Cc1ccccc1-2	110	105	101	106	0.1	107	111	-1
CN(C)C(=O)c1nnsc1Sc1ccc(Cl)cc1	92	99	113	93	0.1	110	100	-2
O=C(c1csc2c1CCCCC2)N1CCN(c2ncccn2)CC1	82	93	129	97	-0.1	102	76	-1
Nc1nc(SCC(=O)c2ccc(F)cc2)n[nH]1	127	102	116	119	0.0	112	108	0
O=C(c1cc(S(=O)(=O)N2CCOCC2)ccc1Cl)N1CCN(c2ccccn2)CC1	101	104	99	104	0.1	102	90	1
Cc1cccc(Nc2ncnc3c2cnn3Cc2ccccc2)c1	96	107	103	101	0.0	102	86	13
Cc1ccc(C(=O)NCc2ccc3c(c2)OCO3)cc1S(=O)(=O)N1CCCCC1	90	89	94	86	-0.1	nt	93	1
CCn1ncc(Br)c1C(=O)Nc1cc(C)cc(C)c1	104	101	97	100	6.5*	100	105	9
O=C(NCCN1CCOCC1)c1cc(-c2ccc(Br)cc2)on1	100	102	101	103	-0.1	106	95	8
Cc1ccc(S(=O)(=O)N2CCN(c3nc(C(C)C)c4c(c3C#N)CC(C)(C)OC4)CC2)cc1	94	93	91	95	0.1	95	88	-3
O=C(Nc1cc(C(F)(F)F)cc(C(F)(F)F)c1)Nc1cnn(-c2ccc([N+](=O)[O-])cc2)c1C(F)(F)F	93	96	110	96	-0.1	100	83	-3
CC(C)(C)c1ccc(OCCn2ccccc2=O)cc1	100	100	100	100	0.1	102	110	1
CCOC(=O)c1ccc(NC(=O)CSc2nnc(COc3ccccc3OC)n2C)cc1	101	99	97	102	0.0	105	99	11
Cc1cc(C(=O)NNC(=S)NC(=O)/C=C/c2ccccc2Cl)n[nH]1	113	104	106	98	0.0	nt	107	5
Cc1ccc(C(NC(=O)c2ccccc2)C(Cl)Cl)cc1 (configuration not stated)	96	100	94	116	0.1	117	99	5
CCOC(=O)COc1ccc(S(=O)(=O)N2CCN(c3ccc(F)cc3)CC2)cc1	102	114	111	116	0.4	115	104	1
Cn1cccc1Cc1nnc(SCC(=O)Nc2ccccc2F)n1CCc1ccccc1	97	102	108	105	-0.1	106	102	1
O=C(COc1ncnc2ccccc12)N1CCOCC1	103	102	102	104	-0.1	103	90	1
COc1ccc(S(=O)(=O)N2CCC(NC(=O)C3CCCCC3)CC2)cc1	107	104	98	102	0.0	108	83	0
c1cnc2c(OCc3cn4cccnc4n3)cccc2c1	107	97	97	101	-0.1	107	94	71*
COc1ccccc1CCC(=O)OCC(=O)Nc1ccc(C)c(S(=O)(=O)N2CCCCC2)c1	89	97	104	101	0.0	103	99	2
O=C1CC(=Nc2ccccc2)NN1c1ccccc1	89	91	111	95	0.0	79	98	6
CC1CCCN(S(=O)(=O)c2ccc(NC(=O)CN3CCCCC3)cc2)C1 (configuration not stated)	96	97	100	101	0.1	99	95	-2
COc1ccc(C2Nc3ccccc3C(=O)N2c2ccccc2)cc1CN1CCOCC1 (configuration not stated)	nt	91	92	99	0.1	95	95	1
COC(=O)c1cn(NC(=O)c2cnccn2)c(=O)c2ccccc12	99	98	113	108	0.0	99	96	3
CCc1ccc2[nH]c(=O)c(C3C(C#N)=C(N)Oc4c3ccc3cccnc43)cc2c1 (configuration not stated)	92	98	85	92	-0.2	102	104	8
Cc1c(C(=O)OCC(=O)N2CCCC2)cccc1[N+](=O)[O-]	109	107	101	106	0.0	104	89	1
Cc1ccc(C)c(NS(=O)(=O)c2ccc(OCC(=O)NCc3ccco3)cc2)c1	101	87	94	103	-0.2	88	97	3
COC(=O)CCn1c(C)cc(C(=O)COc2ccccc2C(N)=O)c1C	95	103	102	100	-0.2	108	96	-1
O=C(CN1CCN(c2ccccn2)CC1)N1CC(O)CO1 (configuration not stated)	nt	88	85	94	0.1	88	99	-3
NC(=O)CC(NC(=O)Cc1cccc2ccccc12)c1ccc(N2CCC(N3CCCC3)CC2)c([N+](=O)[O-])c1 (configuration not stated)	105	101	130	100	-0.2	94	100	-3
COc1ccc(NC(=O)CCC(=O)Nc2nnc(C(F)(F)F)s2)c(OC)c1	102	99	93	100	0.2	101	97	-2
COc1ccc2cc(-c3[nH]ncc3CN3CCCCO3)ccc2c1	99	101	107	105	-0.1	103	93	0
CC(=O)NS(=O)(=O)c1ccc(NS(=O)(=O)c2ccc3ccccc3c2)cc1	101	103	103	111	0.0	96	106	1
COc1ccc(S(=O)(=O)Nc2ccccc2C(=O)Nc2nc(-c3ccc(F)cc3)cs2)cc1OC	93	102	97	92	-0.3	101	100	15
CSCCC(NC(=O)c1ccc(Cl)cc1)C(=O)OCC(=O)Nc1ccc(C#N)cc1 (configuration not stated)	107	107	112	109	0.5	103	113	-2
Cc1nc2ccccc2nc1SCC(=O)N1CCC(C)CC1	105	100	93	107	-0.2	106	107	7
COc1ccc(-c2nnc(S/C(=C/c3ccc(Cl)cc3)C(=O)O)o2)cc1	94	100	105	93	0.0	102	102	0
O=C(c1ccc2c(c1)OCCO2)N1CCN(c2ncc(C(F)(F)F)cc2Cl)CC1	100	99	98	99	0.1	104	100	-1
COc1ccc(-c2csc(N(CCCN(C)C)C(=O)c3cc(OC)c(OC)c(OC)c3)n2)cc1	104	102	86	94	0.0	101	101	4
CNC(=O)CN(C1CCCCC1)S(=O)(=O)c1ccc(OC)c(Cl)c1	88	92	90	91	0.1	91	130	6
CC(=O)Nc1cccc(Oc2ccc3c(c2)C(=O)NC3=O)c1	107	107	104	112	0.0	106	92	4

Next section:
SMILES	CIT2 TOR yeast	RPL19A-GFP yeast	LAP4-GFP MLPCN	MEP2-GFP yeast	Efflux pump mplx	AGP1 TOR yeast	CR mimetic SO	AHR activator
COc1ccccc1Oc1coc2cc(OCC(N)=O)ccc2c1=O	101	105	109	116	0.0	99	97	-1
COC(=O)c1cccc([N+](=O)[O-])c1CS(=O)(=O)c1ccc(C)cc1	96	96	103	93	0.1	100	84	0
COc1ccc(/C=N/OCC(=O)N(Cc2ccccc2)c2ccccc2C(=O)O)cc1	99	103	101	98	0.0	104	95	3
Cc1csc(SCC(=O)Nc2ccccn2)n1	113	103	106	110	-0.4	107	90	6
O=[N+]([O-])c1cccc(CP(=O)(c2ccccc2)c2ccccc2)c1	81	92	92	96	0.0	94	111	2
Cc1ccc(-n2c(SCC(=O)N(C)C)nnc2-c2ccco2)cc1	97	105	90	106	1.1	100	74	5
CCC1(CC)NC(=O)N(CC(=O)OCc2nc3cc(C(=O)OC)ccc3c(=O)[nH]2)C1=O	97	97	88	89	0.0	96	94	-2
O=C(CSc1ccc(-c2cccnc2)nn1)N1CCCCC1	91	93	99	98	0.2	97	107	33
CCOC(=O)c1cnc2c(C)c(-c3ccccc3)[nH]n2c1=O	105	104	99	102	0.0	103	100	-1
CCOC(=O)CNC(=S)N(Cc1ccccc1)Cc1cccs1	101	98	100	116	-0.2	101	105	-2
Cc1noc(C(=O)N2CCN(c3ccc(F)cc3)CC2)c1Cl	102	100	101	97	0.0	101	94	48*
Nc1ccc(S(=O)(=O)Nc2nccc(/C=C/c3ccc(Cl)cc3Cl)n2)cc1	105	103	108	108	0.0	107	112	1
COc1ccc(N2CCN(CCC3Oc4cc([N+](=O)[O-])ccc4NC3=O)CC2)cc1 (configuration not stated)	102	98	106	100	0.1	101	89	1
O=C(O)C(Cc1c[nH]c2ccccc12)NS(=O)(=O)c1ccc(Cl)cc1 (configuration not stated)	99	104	99	102	-0.2	104	96	7
O=C(Nc1cc([N+](=O)[O-])ccc1N1CCCC1)c1cccs1	87	108	115	107	0.1	94	117	-5
Cc1ccnc(NC(=O)CN2C(=O)c3ccccc3C2=O)c1	92	95	100	96	-0.1	96	93	-2
CCn1ncc(Cl)c1C(=O)NC(=S)Nc1c(C)cc(C)cc1[N+](=O)[O-]	100	109	102	87	2.8	104	92	9
CCOc1ccc(C(=O)NC(=S)N2CCN(c3ccc(C(F)(F)F)cc3[N+](=O)[O-])CC2)cc1	85	104	90	90	0.2	92	97	10
C=CCNc1nc(N2CCOCC2)nc(N2CCOCC2)n1	79	114	76	95	0.2	83	104	1
Cc1ccc(CNC(=O)C2CC=CCC2C(=O)O)cc1 (configuration not stated)	97	99	94	98	0.1	95	96	0
O=C(Cc1ccc([N+](=O)[O-])cc1)Nc1ccc(Cl)cc1	96	99	117	111	0.3	100	97	10
COc1ccc(CCNc2ncnc3c2oc2ccccc23)cc1OC	91	94	115	98	0.1	92	95	-6
COc1ccc(NC(=O)C2=NN(C3CCS(=O)(=O)C3)C(=O)CC2)cc1S(N)(=O)=O (configuration not stated)	98	97	101	103	0.0	104	85	0
Cc1n[nH]c(=S)n1/N=C/c1ccccc1OCc1ccc(Cl)cc1Cl	97	98	92	98	0.1	102	95	49*
O=C(NC(=S)NN1CCCCC1c1cccnc1)c1ccc(Br)cc1 (configuration not stated)	88	95	107	86	-0.1	94	108	-3
O=C(Nc1c2c(nn1-c1ccc(Cl)cc1)CS(=O)(=O)C2)C1CC1	109	97	102	102	0.6	111	107	7
O=C(Cn1cc(C(F)(F)F)ccc1=O)N/N=C/c1ccc(Cl)c(Cl)c1	100	101	91	106	-0.1	99	92	1
